Assay outcomes as filed in PubChem.
S3 lipid droplet = qHTS Assay for Lipid Storage Modulators in Drosophila S3 Cells. Drosophila S3 cells, BODIPY lipid droplet fluorescence, 18-24 h; cells fed with added oleic acid. lipid storage change, negative = inhibition, % at the top dose, mostly 46.1 µM; hits show Potency in µM. hit rate 0.64% among 320,000; active means well fitted inhibition curve with a large enough effect in the signal ratio, with a control signal flat, not every such curve was filed as active; inconclusive means small, poorly fitted or top-dose-only effect, or effect the other way, or a change in a side signal; the % refers to the signal ratio
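Drosophila S3 cells loaded with oleic acid (400 uM, as added) and compounds at several concentrations; lipid droplets imaged by 488-nm laser-scanning cytometry, 500–530 nm intensity and object ratio to cell channel. Percent activity normalized to 20 uM Triacsin C.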
S3 lipid droplet cell count max = recorded beside S3 lipid droplet, whose call it bears; cell number change, %; measured here: cell count max response;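 cells counted by Cell Tracker Red CMTPX staining in the red channel; peak over a dose series mostly up to 46.1 µM; percent activity relative to internal control wells on each plate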
The depositor's hits bear a star; i = inactive; ? = inconclusive; . = no result given; [ ] = dose if it differs, or a comment. On the % scale 0 is the no-effect control and ±100 the full control effect; potency means the concentration at half of the fitted maximal effect.

Compound	S3 lipid droplet	S3 lipid droplet cell count max
Cc1ccccc1NC(=O)COC(=O)CCC(=O)c1cccs1	?	.
CN(C)c1cc[n+](CC(=O)c2cccs2)cc1	?	.
NC(=S)N/N=C1\CC(c2ccc3c(c2)OCCO3)Oc2ccc(F)cc21 (configuration not stated)	-18.7%	-12.6
CCC(C)c1ccc(Nc2ncccc2C#N)cc1 (configuration not stated)	-14.2%	-20.4
Cc1ccc(-c2nn(-c3ccccc3)cc2/C=C/C(=O)Nc2nccs2)cc1	?	.
Cc1ccc(NC(=O)COC(=O)Cn2nc(C)c([N+](=O)[O-])c2C)c([N+](=O)[O-])c1	i	6.8
Cc1cc(C)nc(N2N=C(CSc3ccc(Cl)cc3)CC2=O)n1	?	.
CCN(CC)S(=O)(=O)c1ccc(OC)c(NC(=O)C(C)Oc2ccc3c(C)cc(=O)oc3c2)c1 (configuration not stated)	?	.
O=C(Cn1cc2c(n1)CCCC2)Nc1ccccc1Br	-0.1%	-19.2
Cn1cnc([N+](=O)[O-])c1NCc1ccccc1	?	.
Cc1cc2c(NC(=O)Nc3ccccc3)cccc2nn1	11.3%	-10.8
CCOCCCNC(=O)Cc1c(C(=O)O)[nH]c2ccc(Cl)cc12	-5.4%	-1.0
COc1ccc(C(=O)NCc2ccc3c(c2)OCO3)cc1S(=O)(=O)N1CCCC1	-3.1%	-1.9
Cc1cccc(C)c1NC(=O)CSc1nnnn1-c1ccc(C(=O)O)cc1	?	.
COc1ccccc1NC(=O)CSc1nc(O)cc(=O)n1C	?	.
CCOc1ccccc1-n1c(SCC(=O)Nc2ccccc2C(=O)O)nc2ccccc2c1=O	i	4.2
NNC(=O)CS(=O)(=O)CS(=O)(=O)CC(=O)NN	?	.
CCn1cc(C(=O)NC(=S)Nc2ccccc2[N+](=O)[O-])cn1	-9.6%	-20.3
CCSc1ccc([C@@H]2[C@H]3C(=O)N(C)C(=O)[C@H]3[C@]3(C(=O)OC)CCCCN23)cc1	?	.
CNC(=O)CNC(=O)Nc1ccc(C)cc1	?	.
CC(C)C(NS(=O)(=O)c1ccccc1)C(=O)NC1CCCC1 (configuration not stated)	?	.
CC(C)=CCN1CCN(Cc2ccc(C)s2)CC1CCO (configuration not stated)	-5.4%	0.4
O=C(/C=C/c1ccccc1)Nc1sc2c(c1C(=O)O)CCC2	?	.
COc1ccc(/C=C/C(=O)NCC(=O)N/N=C(\C)Cc2ccccc2)cc1	-9.3%	-1.5
CCNC(=S)N/N=C/c1ccc(C#N)cc1	5.9%	13.8
Cc1ccc(NC(=O)C(C)c2ccc(-c3ccccc3)c(F)c2)c(C)c1 (configuration not stated)	?	.
Cc1cccc(NC(=O)CC2NC3CCCCC3NC2=O)c1 (configuration not stated)	-13.0%	.
COc1c(O)ccc(/C=N/NC(=O)c2ccc3c(c2)OCCO3)c1[N+](=O)[O-]	i	-17.0
CC1(C)Cc2c(cnn2-c2ccc(F)cc2)C(NC(=O)Cn2cncn2)C1 (configuration not stated)	?	.
COc1ccc(C(=O)CCC(=O)N2CCN(c3cccc(Cl)c3)CC2)cc1	?	.

Of the compounds above, these have an aryl thioether with sulfur outside any ring:
Compound	S3 lipid droplet	S3 lipid droplet cell count max
Cc1cc(C)nc(N2N=C(CSc3ccc(Cl)cc3)CC2=O)n1	?	.
Cc1cccc(C)c1NC(=O)CSc1nnnn1-c1ccc(C(=O)O)cc1	?	.
COc1ccccc1NC(=O)CSc1nc(O)cc(=O)n1C	?	.
CCOc1ccccc1-n1c(SCC(=O)Nc2ccccc2C(=O)O)nc2ccccc2c1=O	i	4.2
CCSc1ccc([C@@H]2[C@H]3C(=O)N(C)C(=O)[C@H]3[C@]3(C(=O)OC)CCCCN23)cc1	?	.

Carrying on:
Compound	S3 lipid droplet	S3 lipid droplet cell count max
CCc1ccc(C(CNc2nc(C(F)(F)F)nc3ccccc23)N(C)C)cc1 (configuration not stated)	?	.
CCc1ccc(OCC(=O)Nc2ccc3oc(=O)ccc3c2)cc1	?	.
COc1cccc(C(=O)Nc2cccc(-c3ccc(N4CCOCC4)nn3)c2)c1OC	?	.
COCCNC(=O)CN1C(=O)NC2(CCCc3cc(OC)ccc32)C1=O (configuration not stated)	5.7%	.
Cc1ccc(/C=C/C(=O)OCC(=O)Nc2ccc3[nH]c(=O)[nH]c3c2)o1	?	.
Cc1nn(C)cc1/C=C/C(=O)c1ccc(O)cc1	-10.0%	-0.7
CCC1(COC(NC(=O)c2cccnc2)(C(F)(F)F)C(F)(F)F)COC1	i	-8.1
Clc1ccc(CNCc2cccs2)c(Cl)c1	21.8%	.
Cc1ccc(-n2c(SCC(=O)c3c(N)n(C4CC4)c(=O)[nH]c3=O)nnc2N2CCOCC2)cc1	?	.
O=C(NNC(=O)C1[C@H]2CCCC[C@@H]12)Nc1cccc2ccccc12 (some centres not stated)	-0.8%	-6.7
CN(CC(=O)Nc1cccc(F)c1)C(=O)C1CSC2(C)CCC(=O)N12 (configuration not stated)	?	.
COc1cnc(-c2ccccn2)nc1Sc1ccc(F)cc1	3.1%	-2.3
CC1(C)CC(NS(=O)(=O)c2ccc(S(=O)(=O)N3CCOCC3)cc2)CCO1 (configuration not stated)	?	.
COC(=O)COc1cc2ccccc2cc1C(=O)Nc1ccccc1	?	.
CC(C)COc1ccccc1C(=O)NC(CO)C(=O)O (configuration not stated)	10.0%	-5.5
Cc1ccccc1-n1c(=O)c2ccccc2n(CC(=O)NCc2ccco2)c1=O	-6.2%	12.0
O=C(CN1C(=O)NC2(CCCC2)C1=O)OCc1c(F)cccc1Cl	?	.
COc1ccc(S(=O)(=O)N(C)CC(=O)NC2CC2)cc1OC	?	.
COCCN1CCn2c(nc3cc(NS(C)(=O)=O)ccc32)C1	3.5%	9.8
O=C(O)c1ccc2nc(-c3ccco3)c(-c3ccco3)nc2c1	?	.
CSc1ccc(C(=O)C2CCCN(S(=O)(=O)c3c(C)noc3C)C2)cc1 (configuration not stated)	4.9%	6.2
COc1cc2c(cc1OC)[C@@H]1O[C@](c3ccsc3)(C2)Oc2cc(C)n(-c3ccccc3)c(=O)c21	11.2%[9.22 µM]	-3.9
Cc1ccc(-n2c(SCC(=O)N3c4ccccc4Sc4ccccc43)nnc2-c2ccncc2)cc1	10.0%	8.0
O=C(Nc1ccon1)c1ccc(S(=O)(=O)N2CCOCC2)cc1	?	.
O=C(COc1ccc(Cl)cc1Br)Nc1ccccc1N1CCCC1	?	.
O=C(COc1ccc(Cl)cc1)NCc1nnc(SCC(=O)c2ccccc2)o1	?	.
O=C(CN1CCN(C(=O)CNC(=O)c2ccc(N3CCCC3=O)cc2)CC1)Nc1ccccc1Cl	3.8%	-13.9
COc1cccc2cc(C(C)N(CCCN3CCOCC3)C(=S)Nc3c(C)cccc3C)oc12 (configuration not stated)	2.4%	-16.9
C=CCNc1sc(C(=O)c2ccccc2)c(N)c1-c1nc2ccccc2s1	?	.
CCSc1cc(C)nc2c(-c3ccccc3)c(C)nn12	?	.

(list continues)
mol,S3 lipid droplet,S3 lipid droplet cell count max
CCCCN1C(=O)C(=O)N(CC(=O)c2ccc3c(c2)OCO3)C1=O,19.7%,10.6
Cc1ccc(S(=O)(=O)N2CCN(C(=O)N(C)C)CC2)cc1,-0.1%,19.2
Cc1cc(C)cc(NC(=O)Nc2cccc(S(N)(=O)=O)c2)c1,-1.2%,-22.9
CCC1CCC(N2CCN(c3ccc([N+](=O)[O-])cc3)CC2)CC1 (configuration not stated),10.4%,.
CN(C)CCCn1cnc2c(c1=N)C(c1ccccc1)c1ccc3ccccc3c1O2 (configuration not stated),?,.
O=C(Nc1cccc2ccccc12)/C(Cl)=C/c1ccccc1,i,.
CC(OC(=O)Cn1c(C(F)(F)F)nc2ccccc21)C(N)=O (configuration not stated),?,.
O=C(CSc1nnc(CNC(=O)c2cccs2)o1)Nc1cccc(F)c1,?,.
COc1ccc(OCCSc2nnc3c(Cl)cc(Cl)cn23)cc1,?,.
N#CC1(Nc2cccc(Br)c2)C(=O)Nc2ccccc21 (configuration not stated),?,.
Cc1cc(Cl)cc2sc(NC(=O)c3ccco3)nc12,-22.1%,8.9
CCCCN(C1CCS(=O)(=O)C1)S(=O)(=O)c1ccc(OC)cc1 (configuration not stated),?,.
O=C(CSc1ccc(Cl)cc1)N1CCC(c2nc3ccccc3s2)CC1,8.6%,-12.4
C#CCOCCOCCOCCNc1nc(N2CCN(C(=O)[C@H]([C@@H](C)O)n3cc(CCCCN)nn3)CC2)nc(N2CCN(C(=O)[C@H](C)n3cc(CCCN=C(N)N)nn3)CC2)n1,-0.6%,.
COc1ccc(NC(=O)CSc2ccc3nnc(CCNC(=O)c4ccccc4)n3n2)cc1OC,?,.
Cc1ccnc(N2CCC(C(=O)NCc3ccccc3F)CC2)n1,-11.3%,-14.6
CSc1nc2ccc(NC(=O)C3CC(=O)N(Cc4ccccc4)C3)cc2s1 (configuration not stated),-40.2%,2.6
COC(=O)c1cc2occc2n1CC(=O)N(C)C1CCCCC1,-9.7%,8.2
Cc1ccc(CS(=O)(=O)CCC(=O)NCCN2CCCC2)cc1,-14.6%,-12.0
O=C1C=C(c2ccc(Oc3ccccc3)cc2)C[C@@H](c2ccc3c(c2)OCO3)C1,i,10.9
CNS(=O)(=O)c1cccc(C(=O)OCC(=O)N2c3ccccc3CC2C)c1 (configuration not stated),?,.
O=C(c1ccc(F)cc1)N1CCN(S(=O)(=O)c2ccc(Br)cc2)CC1,i,.
COc1ccc(C(=O)Nc2ccc(S(=O)(=O)NC(C)=O)cc2)cc1[N+](=O)[O-],?,.
O=C(NC1=NCCS1)c1cc(-c2cccnc2)nc2ccccc12,?,.
Cn1c(=O)c2sc3c(c2n(CC(=O)Nc2ccccc2)c1=O)COC(C)(C)C3,?,.

Compound profiles, from the list above. Order of screens: S3 lipid droplet	S3 lipid droplet cell count max
COc1ccc(/C=C/C(=O)NCC(=O)N/N=C(\C)Cc2ccccc2)cc1 across the screens: -9.3%	-1.5
COC(=O)COc1cc2ccccc2cc1C(=O)Nc1ccccc1 across the screens: ?	.

(list continues)
mol,S3 lipid droplet,S3 lipid droplet cell count max
CC(=O)c1ccc(N2CCN(C(=O)c3cc4c(s3)CCCC4)CC2)cc1,23.3%,17.4
CCCOC(=O)/C(C(N)=NCc1ccccc1)=C(\O)OCCC,?,.
CCCN(CC1CC1)C(=O)Nc1ccccc1C,1.9%,7.3
COCCNCC(=O)Nc1ccc(OC(F)(F)F)cc1,4.2%,19.4
CC1=C(C(=O)OCC2CCCCC2)C(c2ccc(O)cc2)NC(=O)N1 (configuration not stated),8.7%,0.4
O=C(NCCN1CCOCC1)C12CC3CC(C1)CC(c1ccccc1)(C3)C2,?,.
COC(=O)COc1cccc(NS(=O)(=O)c2ccc(NC(C)=O)cc2)c1,?,.
CC12CCC(C(N)=O)(c3nc4ccccc4nc31)C2(C)C (configuration not stated),?,.
COc1ccc(NC(=O)Nc2ccccc2F)cc1Cl,-14.2%[9.22 µM],-6.1
CCOC(=O)C1CCN(C(=O)CNC(=O)OC(C)(C)C)CC1,?,.
Cc1ccc(S(=O)(=O)NCC(=O)NCC(=O)N2CCC(C)CC2)cc1,i,27.4
O=C(NCc1ccccc1Cl)c1cc(=O)[nH]c2ccccc12,?,.
CC(C)c1nnc(NC(=O)CCC(=O)N2CCN(c3ccc(F)cc3)CC2)s1,?,.
Cc1coc2cc3oc(=O)c4c(c3cc12)CCCC4,?,.
COc1ccc(NC(=O)c2cc3nc(-c4ccccc4)cc(C)n3n2)cc1OC,10.8%,5.9
Cc1ccc(C(=O)N/N=C\c2ccc(Br)o2)o1,-14.4%,5.3
CC(C)CNC(=O)CN(C1CCCCC1)S(=O)(=O)c1ccccc1,23.2%,-1.2
Cc1ccc[n+](-c2[nH]c(=O)sc2/C=N/N=C(\[O-])c2cccnc2)c1,?,.
CCn1cc(C(C)NC(=O)Nc2ccccc2C(=O)OC)c(C)n1 (configuration not stated),0.6%,4.4
NS(=O)(=O)c1cccc(NC(=O)COC(=O)COc2ccc3ccccc3c2)c1,3.1%,6.0
C/C=C(\C)C(=O)O[C@@H]([C@H](O)c1cc2ccc(=O)oc2cc1OC)C(C)(C)O,6.0%,5.4
S=C(N/N=C/c1ccccc1Cl)Nc1ccccc1,-8.1%,-15.8
O=C1Nc2ccc(Br)cc2C1(O)Cc1ccncc1 (configuration not stated),14.5%,16.8
Cc1cc(C(=O)Nc2sc3c(c2C#N)CCC3)no1,?,.
CC(C)CC(=O)N/C(N)=N/c1nc2ccccc2o1,?,.
c1cnc(SCCOc2cccc3ccccc23)nc1,?,.
CC(OC(=O)C1CCN(c2ccc(C(F)(F)F)cn2)CC1)C(=O)NC1CCCCC1C (configuration not stated),?,.
CC(C)(C)c1ccc(OCc2nc(-c3ccccn3)no2)c(Br)c1,?,.

An excerpt (hit frequency here may not be typical).
